# RT RNaseH block: inhibitors of HIV-1 reverse transcriptase RNase H. AID 565. P04585. 65,000 tested, 1.9% active. inhibition, % at 10 µM. RT-RNase H RNA/DNA duplex cleavage, fluorescence; in the data active = inhibition above about 50%
# RmlCD inh mix: inhibitors of RmlC and RmlD coupled enzymes. RmlC/RmlD coupled enzyme inhibition, 384-well mixture HTS. inhibition, % at 5.5 µM. 110,000 tested, 0.39% active; in the data active = inhibition above about 30%, passing the limit was not always enough; inconclusive = no clear call, values can overlap the other calls; also: strong numbers were not always called active
# An asterisk follows results filed as active; u = inconclusive; x = not tested or not shown. These rows are one share of the data, so the mix of outcomes need not match the whole.
SMILES,RT RNaseH block,RmlCD inh mix
COc1ccc2nc(SCC(=O)Nc3ccccc3C#N)[nH]c2c1,-12.4,-8.6
O=C1CC(c2ccccc2)Cc2nc3ncnn3cc21 (stereo unspecified),x,-10.5
COc1ccc(S(=O)(=O)N2CCSC2c2ccc(N)cc2)cc1 (stereo unspecified),-17.7,-15.3
CN(C)S(=O)(=O)c1ccc(N2CCN(S(=O)(=O)c3ccc(F)cc3)CC2)c(Cl)c1,4.9,-10.6
Cc1cc(S(=O)(=O)NC2CCCCC2)ccc1OCC(=O)NCc1ccccn1,-3.6,7.7
O=S(=O)(NCCc1csc(-c2cccnc2)n1)c1ccc(Cl)s1,-9.4,-8.0
CCOC(=O)C1=C(C)Nc2nnnn2C1c1ccc(OC)c(Br)c1 (stereo unspecified),-51.4,-8.4
CC(C)CCOc1ccc(C2(C)NC(=O)N(CN3CCOCC3)C2=O)cc1 (stereo unspecified),-6.0,16.6
O=C1CC(N2CCC(c3nc4ccccc4s3)CC2)C(=O)N1Cc1ccccc1 (stereo unspecified),x,-9.2
O=S(=O)(Nc1nc2c(s1)CCCC2)c1ccc(F)cc1,x,-12.2
CCN(C(=O)c1cc2ccccc2oc1=O)c1ccccc1,x,8.0
Cc1nc2ccccc2c2oc(C(=O)N3CCc4ccccc4C3)cc12,-87.1,5.3
C/C(N)=C(/C#N)C(=O)COC(=O)CSc1ccccc1,-3.5,0.1
O=C(O)CSC1CC(=O)N(c2ccc(Cl)c(Cl)c2)C1=O (stereo unspecified),9.3,1.5
NC(=O)CC(NC(=O)Cc1cccc2ccccc12)c1ccc(NCCOc2ccccc2)c([N+](=O)[O-])c1 (stereo unspecified),x,-7.0
CCOC(=O)c1c(NC(=O)CSc2n[nH]c(N)n2)sc(CC)c1C,-67.5,-65.4
O=C1CSC(c2ccccn2)N1c1ccc(Cl)c(Cl)c1 (stereo unspecified),x,3.6
Brc1ccc(OCc2ccccc2)c(CNCc2ccncc2)c1,x,0.9
Cn1c(SCC(=O)Nc2nc3c(s2)CCCC3)nnc1-c1ccccc1,7.8,6.0
Cc1ccc(Cn2nnc3c(=O)[nH]c(C4CCCN(C(=O)Nc5ccc(F)cc5F)C4)nc32)cc1 (stereo unspecified),x,-6.6
CN1CCN(S(=O)(=O)c2ccc(Sc3nnc(-c4cccs4)n3-c3ccccc3)nc2)CC1,-1.2,13.8
CC1OC(Nc2ccc(OC(F)(F)F)cc2)C(O)C(O)C1O (stereo unspecified),-8.1,6.6
Cc1ccc(C(=O)NCC2CCCO2)cc1N1CCCC1=O (stereo unspecified),-19.1,u
CCCn1c(N2CCN(CC(=O)Nc3ccc4c(c3)OCCO4)CC2)nc2ccccc21,-18.6,8.9
C/C(CC(=O)Nc1ccc(OCc2ccccc2)cc1)=N\NC(=O)C(=O)Nc1ccc(C)c(Cl)c1,x,5.5

# The closing two compounds of the part before come first, to join the parts.
SMILES,RT RNaseH block,RmlCD inh mix
CCCn1c(N2CCN(CC(=O)Nc3ccc4c(c3)OCCO4)CC2)nc2ccccc21,-18.6,8.9
C/C(CC(=O)Nc1ccc(OCc2ccccc2)cc1)=N\NC(=O)C(=O)Nc1ccc(C)c(Cl)c1,x,5.5
COc1ccccc1C/C(N)=N/OC(=O)COc1cccc2ccccc12,x,-4.2
Cc1sc2nc3ccc(N4CCCCC4)nn3c(=O)c2c1C,1.6,14.4
C/C(=C\C(=O)c1ccncc1)Nc1ccccc1O,-3.7,13.3
O=C(/C=N/O)NCC1CCNCC1,-20.0,18.1
FC(F)(F)c1ccc(N2CCN(c3ncnc4c3nnn4Cc3ccccc3)CC2)nc1,5.6,-61.3
CC(C)N1C(=O)C(Cc2nc3ccccc3c(=O)n2-c2ccccc2)c2ccccc21 (stereo unspecified),x,-5.1
O=C(Nc1ccc(-c2nc3ccccc3[nH]2)cc1)c1ccc2c(c1)OCO2,x,-1.7
CCOc1ccc(C(=O)Nc2c3c(nn2-c2cccc(C)c2C)CS(=O)C3)cc1 (stereo unspecified),-3.9,-1.9
CC(C)n1c(N2CCN(C(=O)c3cccs3)CC2)nc2ccccc21,-6.2,7.4
CC(=O)NC(CCS(C)(=O)=O)C(=O)Nc1cc(C)on1 (stereo unspecified),0.2,8.8
CCCCNc1ncnc2c1cnn2-c1ccccc1,-2.9,-14.2
COc1cccc2c1OC1(C)CC2NC(=O)N1c1cccc(C(=O)Nc2ccc3c(c2)OCCO3)c1 (stereo unspecified),0.9,-1.5
CCn1c(CNC(=O)COc2c(C)cccc2C)nnc1SCC(=O)Nc1nccs1,0.9,-2.6
C=C1[C@@H](OC(C)=O)CC[C@]2(C)[C@@H]1C[C@@H]1C[C@H](OC(C)=O)C(C)=C([C@@H](OC(C)=O)[C@@H]2OC(C)=O)C1(C)C,x,14.3
COC(=O)C1=C(C)N(C)C(=O)NC1c1ccccc1 (stereo unspecified),-14.8,5.7
Cc1nc(SCc2nnc(-c3ccc(Cl)cc3)o2)c2c3c(sc2n1)CCC3,-4.9,x
COc1ccc(OCC(=O)N2CCN(C(=O)Cc3ccccc3)CC2)cc1,-5.3,-16.4
Cc1cccc(NC(=S)NN(Cc2ccccc2)c2ccccc2)c1C,x,-9.8
Cc1ccc(C(=O)N2CCN(c3ccc(C(F)(F)F)cn3)CC2)cc1,x,9.8
CC(C)(C)C(=O)C(Oc1cccc2nonc12)n1cncn1 (stereo unspecified),-7.9,-11.9
O=C(Nc1ncc([N+](=O)[O-])s1)C1CCN(S(=O)(=O)c2cnc[nH]2)CC1,x,10.6
CCn1c(-c2ccc(F)cc2)cnc1SCC(=O)N1CCCCC1C (stereo unspecified),x,u
C=CCOC(=O)C1=C[C@H](c2ccc(Br)cc2)[C@@H](CCCO)[C@H](OCC)O1,x,6.8
Cc1cc(C)cc(NC(=O)N2CCC(NC(=O)c3ccc(F)cc3)CC2)c1,2.4,-8.5
CC1CCN(S(=O)(=O)c2cccc(C(=O)NCc3cccs3)c2)CC1,-26.4,0.3

# Gathered by group: the compounds so far with a thiophene ring, fused or not.
SMILES,RT RNaseH block,RmlCD inh mix
O=S(=O)(NCCc1csc(-c2cccnc2)n1)c1ccc(Cl)s1,-9.4,-8.0
CCOC(=O)c1c(NC(=O)CSc2n[nH]c(N)n2)sc(CC)c1C,-67.5,-65.4
CN1CCN(S(=O)(=O)c2ccc(Sc3nnc(-c4cccs4)n3-c3ccccc3)nc2)CC1,-1.2,13.8
Cc1sc2nc3ccc(N4CCCCC4)nn3c(=O)c2c1C,1.6,14.4
CC(C)n1c(N2CCN(C(=O)c3cccs3)CC2)nc2ccccc21,-6.2,7.4
Cc1nc(SCc2nnc(-c3ccc(Cl)cc3)o2)c2c3c(sc2n1)CCC3,-4.9,x
CC1CCN(S(=O)(=O)c2cccc(C(=O)NCc3cccs3)c2)CC1,-26.4,0.3

# Following part
SMILES,RT RNaseH block,RmlCD inh mix
O=C1c2ccccc2S(=O)(=O)N1CCOc1ccccc1,-28.4,20.4
CCOc1ccccc1NC(=O)CN1CCC(NC(=O)c2ccccc2)CC1,x,-9.2
CCN1/C(=C(\O)c2ccccc2)C(=O)c2ccccc2S1(=O)=O,-12.5,0.9
O=C(CCn1[nH]c(=O)c2ccccc2c1=O)N1CCOCC1,x,12.4
CCOC(=O)N1CCC(N(C(=O)Nc2cccc(OC)c2)C(C)CC)CC1 (stereo unspecified),-1.3,-11.2
Cc1ccccc1-n1c(N)cc(=O)[nH]c1=S,-13.7,4.0
COc1ccccc1CNC(=O)C(CC(C)C)NS(=O)(=O)c1ccc2c(c1)oc(=O)n2C (stereo unspecified),x,6.3
Cc1ccc(-c2nnn(CC(=O)N(CC(=O)NC(C)C)c3cnc4ccccc4c3)n2)o1,-5.0,-14.0
COC(=O)c1cc(=O)n(Cc2ccc(OC)c(OC)c2)c(=Nc2ccc(F)cc2)s1,x,13.8
CCC(=O)N1CC(=O)Nc2ccc(F)cc2C1c1ccccc1 (stereo unspecified),-12.7,-10.2
Cc1ccc(SCCNC(=S)Nc2cc(C)ccc2C)cc1,x,7.6
CN1CCN(c2cc(=O)n(Cc3ccc(F)cc3)c(=O)[nH]2)CC1,x,3.5
O=C(NCc1nc(-c2ccccc2)no1)c1ccc(Br)o1,-10.8,7.8
Cc1ccc(-c2nnc(OCCN3CCOCC3)c3ccccc23)cc1,6.7,3.5
Clc1ccc(NCc2nnc3n2CCCCC3)cc1,6.3,-5.9
COc1ccc2oc(=O)c(C(=O)n3ccc(C)n3)cc2c1,x,110.9*
O=C(CSc1ncnc2c1oc1ccccc12)N1CCN(c2ccccc2)CC1,-6.0,-31.1
CCOC(=O)C1(c2ccccc2)CCN(Cc2cccc(C(=O)O)c2)CC1,46.9,7.1
CCOc1cc(/C=N/n2cnnc2)ccc1O,-4.5,7.1
COc1ccccc1C(=O)NCC(=O)n1nc(C)cc1C,-7.3,-11.2
O=C(NCCSCc1ccco1)Nc1ccccc1,-11.7,5.8
COc1ccc(N(CC(=O)N2CCc3ccccc32)S(=O)(=O)c2c(C)nn(C)c2C)cc1,x,5.9
Cc1ccc(S(=O)(=O)Nc2nc(C)cc(NCCN)n2)cc1,5.0,-11.7
CC(=O)N(C(C)=O)c1c(N2CCOCC2)c2ccccc2oc1=O,-14.1,6.3
CCOc1ccc(C2CC(c3cccc(C)c3)n3nc(N)nc3N2)cc1 (stereo unspecified),-5.3,-7.0

# The listing continues:
SMILES,RT RNaseH block,RmlCD inh mix
Cc1cc(C)n(C(=O)C23CC4CC(CC(C4)C2)C3)n1,-18.6,-34.8
N#C/C(=C\c1cn(CCOc2ccccc2)c2ccccc12)C(=O)NCC1CCCO1 (stereo unspecified),x,7.5
CCOc1ccccc1NC(=O)C1C2C=CC(C2)C1C(=O)O (stereo unspecified),x,-34.0
COc1ccc(CCNS(=O)(=O)c2ccc3c(c2)OCCO3)cc1,-55.3,x
CCOC(=O)C(C)n1cnc2c(nnn2Cc2ccc(Cl)cc2)c1=O (stereo unspecified),-24.9,-1.6
O=C(NNS(=O)(=O)c1ccccc1)C1CCN(S(=O)(=O)c2ccccc2)CC1,x,3.8
OCCN=C(c1ccccc1)C12CN3CN(CN(C3)C1)C2,6.4,-14.9
COc1ccccc1-n1c(C)nc2cc(C(=O)O)ccc21,x,4.9
O=C(c1ccco1)N1CCN(c2nc(C3CC3)nc3c2nnn3Cc2ccccc2Cl)CC1,x,2.7
CCNc1ccc(C(=O)OCC)cc1NC(=O)c1cc(S(=O)(=O)N2CCOCC2)ccc1C,0.9,-8.4
Cc1cccc(CSc2nc3ccncc3n2CC(=O)Nc2ccc(C)c(C)c2)c1,x,5.7
CCC(C)[C@H]1CN=C(N)N1CCCc1cc(OC)c(OC)c(OC)c1 (stereo partly specified),x,9.6
C/C(N)=C(/C#N)C(=O)CSc1nnc(-c2ccc(OC(F)F)cc2)o1,-3.5,-10.5
O=C(Nc1nccs1)c1cccc(NC(=O)C2CC2)c1,-0.6,10.4
Cc1cc(NS(=O)(=O)c2ccc(NC(=O)C(C(C)C)N3C(=O)c4ccccc4C3=O)cc2)nc(C)n1 (stereo unspecified),x,8.5
CCN(C(=O)c1cn(CC)c(=O)c2cc(OC)c(OC)cc12)c1ccccc1C,47.4,8.5
CCN(CCCNC(=O)CN(C)S(=O)(=O)c1cccc2nsnc12)c1cccc(C)c1,-16.3,-9.7
O=c1c2c3nc4ccccc4nc3n(-c3cccc(F)c3)c2ncn1Cc1ccc2c(c1)OCO2,-1.8,x
Cc1ccc(NCN2C(=O)C3C4CCC(C4)C3C2=O)cc1 (stereo unspecified),x,-11.9
CCn1c(SCC(=O)Nc2nc(-c3ccc(C)cc3)cs2)nnc1-c1ccccc1,x,6.6
COC(=O)C1=C(C)N(C)C(C)=C(C(=O)OC)C1c1ccsc1,-31.8,57.9
CCN(CC)CCCNC(=O)c1cn(CCOC)c(=O)c2c1c1ccccc1n2C,8.3,7.2
COc1ccc(NC(=O)c2ccc(CN3CCN(c4ccccc4)CC3)cc2)cc1OC,8.7,13.7
COc1ccc(OC)c(C2CC(=O)N3CN(c4ccccc4)CSC3=C2C#N)c1 (stereo unspecified),4.0,1.7
CCCCOc1ccc(C(=O)NCc2ccccn2)cc1,2.5,-10.8

# Following part.
SMILES,RT RNaseH block,RmlCD inh mix
CC(=O)OC1CC2(C)C(=O)CCC2C2CCc3cc(O)ccc3C12 (stereo unspecified),41.2,14.9
CCCCCCn1c(O)c(C(C)=NC)c(=O)[nH]c1=O,-13.7,3.4
CCC(Sc1nc(C)cc(=O)[nH]1)C(=O)Nc1ccc(Cl)cn1 (stereo unspecified),-14.0,2.3
O=C(NCCc1ccccc1)C1CCN(c2nc3ccccc3o2)CC1,1.5,5.7
O=C(CN1CCOCCOCCN(CC(=O)Nc2ccccc2)CCOCC1)Nc1ccccc1,10.9,-20.4
O=C(Nc1ccc2c(c1)OCO2)c1ccc(CN2CCOCC2)cc1,10.6,-7.6
CC(C)(C)n1ncc2c(=O)n(CC(=O)NCc3ccccc3)cnc21,0.7,x
C=CCn1c2ccccc2c2nnc(SCCCn3c(=O)[nH]c4ccccc43)nc21,x,71.4*
O=C(Nc1cccc2ccccc12)N1CC=CCC1,x,8.0
O=C(CSc1nnc2ccccn12)NC(=O)NC1CCCCC1,-3.9,8.4
C/C=C\C(=O)Nc1cccc(C2=NOC3(C2)C[C@@H](C(N)=O)N(C(=O)c2ccc(OC)cc2)C3)c1 (stereo partly specified),x,7.4
Cc1ccc(NC(=O)Cn2cccc2)cc1C,-3.4,10.0
COc1ccc(NS(=O)(=O)c2cc(-c3nnnn3C)ccc2OC)cc1,0.7,14.3
Cc1[nH][nH]c(=O)c1C(c1ccc(-c2ccc(Cl)cc2)o1)c1c(C)[nH][nH]c1=O,x,4.4
CCN(Cc1ccccc1)S(=O)(=O)c1ccc(S(=O)(=O)N(Cc2ccccn2)Cc2ccco2)cc1,x,-16.7
O=C(c1ccncc1)N(Cc1ccco1)Cc1cc2ccccc2[nH]c1=O,-3.0,u
CCN1C(=O)C(O)(CC(=O)c2cc(C)ccc2C)c2ccccc21 (stereo unspecified),-5.5,x
COc1cccc(Nc2nc(NCCO)nc(N3CCCC3)n2)c1,x,-8.2
Cc1ccccc1NC(=S)NNc1ncc(C(F)(F)F)cc1Cl,x,-22.0
COC(=NC1CCCCC1)C(O)c1c[nH]c2ccccc12 (stereo unspecified),x,-7.7

# Screens as filed in PubChem.
